BAZ2B block: BAZ2B (human) inhibition; AlphaScreen BAZ2B-H3K14Ac peptide displacement; Potency, µM (titrated, usually from 114 µM), without a hit: at the highest dose activity change, negative = inhibition, hits mostly inhibitors; 360,000 compounds, 4.4% hits; AID 504333; also: potency is read from the fitted curve at half-maximal effect; % is scaled to controls: 0 for no effect and ±100 for the full control effect; nearly all actives have a fitted effect of over 60% in size
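Multi-concentration screen (max 110 uM) measuring displacement of acetylated histone H3 peptide from BAZ2B by AlphaScreen, using 50 nM protein, 50 nM peptide and 10 ug/mL streptavidin donor plus Ni-chelate acceptor beads.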
JMJD2A Tudor: blocks the human JMJD2A Tudor domain | AlphaScreen JMJD2A-Tudor / H3K4me3 peptide binding | AID 504339 | 390,000 compounds, 4.4% hits | O75164 | Potency, µM (doses to about 114 µM), without a hit: top-dose activity change, negative = inhibition, usual class: inhibitors; also: potency is read from the fitted curve at half-maximal effect; % is scaled to controls: 0 for no effect and ±100 for the full control effect; nearly all actives have a fitted effect of over 50% in size
HP1b chromo inh: HP1-beta chromodomain-methylated histone interaction inhibition. AID 540317. Potency, µM (doses to about 114 µM), for the others: at the top dose activity change, negative = inhibition, actives largely listed as inhibitors. 390,000 compounds, 0.56% hits. AlphaScreen HP1-beta / biotin-H3K9me3 peptide binding. P83916; also: potency is read from the fitted curve at half-maximal effect; nearly all actives have a fitted effect of over 70% in size; inactives centre near 23
Target sequence (P83916 whole entry, looked up): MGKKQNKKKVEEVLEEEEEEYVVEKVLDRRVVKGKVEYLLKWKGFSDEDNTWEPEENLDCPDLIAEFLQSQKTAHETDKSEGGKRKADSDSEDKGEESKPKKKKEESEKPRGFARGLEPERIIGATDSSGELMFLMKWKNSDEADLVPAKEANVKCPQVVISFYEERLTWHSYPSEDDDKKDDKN
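AlphaScreen: HP1-beta (50 nM) preformed 30 min with biotin-H3(1-18)K9me3 peptide (50 nM) in PBS pH 7.4, 0.01% Tween-20. Compound added for 30 min at RT, then streptavidin donor/nickel chelate acceptor beads (10 ug/mL) for 30 min.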
ERG Ets-DNA blk: ERG Ets/DNA interaction inhibition. P11308. fluorescence polarization, His-ERG Ets domain / labelled DNA. 370,000 compounds, 0.028% hits. Potency, µM (doses to about 76.9 µM), for inactives: at the highest dose FP activity, negative = inhibition, actives largely listed as inhibitors; active = well fitted inhibition curve with a large enough effect in the polarisation, with a control signal flat; inconclusive = small, poorly fitted or top-dose-only effect, or effect the other way, or a change in a side signal; inactive = no such curve, though single readings can be large or run the other way; the % refers to the polarisation;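 also: polarization taken with two DNA probes labelled with fluorescein and Texas red; potency is read from the fitted curve at half-maximal effect; % of control where 0% means no effect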
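His-tagged ERG Ets domain (1 uM in the protein solution; 300mM KCl, 50mM Tris-HCl, 1mM EDTA, 1mM DTT, pH 7.5) received compound, then a probe mix of 5 nM fluorescein-DNA and 100nM Texas-615-DNA. Fluorescence polarization was read for both dyes.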
G9a inh: inhibitors of human histone lysine methyltransferase G9a. Q96KQ7. G9a H3K9 monomethylation, AlphaScreen, 2 h. AID 504332. Potency, µM (doses to about 102 µM), inactives show at the top dose activity, negative = inhibition, hits mostly inhibitors. 350,000 compounds, 8.8% hits; also: potency is read from the fitted curve at half-maximal effect; % is scaled to controls: 0 for no effect and ±100 for the full control effect; nearly all actives have a fitted effect of over 75% in size
Target sequence (Q96KQ7 913-1193 limits assumed): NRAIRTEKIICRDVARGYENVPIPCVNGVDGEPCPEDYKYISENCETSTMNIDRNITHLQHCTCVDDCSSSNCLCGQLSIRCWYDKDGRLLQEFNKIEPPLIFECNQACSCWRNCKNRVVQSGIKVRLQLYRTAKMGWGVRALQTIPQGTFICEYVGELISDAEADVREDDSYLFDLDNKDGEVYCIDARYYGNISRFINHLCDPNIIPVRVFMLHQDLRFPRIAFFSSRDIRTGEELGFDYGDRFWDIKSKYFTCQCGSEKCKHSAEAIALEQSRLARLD
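Quantitative HTS format: methyltransferase activity on a biotin-tagged H3K9 peptide is measured by AlphaScreen, using a rabbit anti-monomethyl-H3K9 antibody with streptavidin donor and anti-IgG acceptor beads. Final levels are 20 nM enzyme, 500 nM peptide, 20 uM SAM; 2 h RT.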
12-LOX inh: inhibitors of human 12S-lipoxygenase ALOX12. P18054. purified 12hLO, xylenol orange hydroperoxide absorbance. Potency, µM (titrated, usually from 108 µM), without a hit: at the highest dose activity change, negative = inhibition, usual class: inhibitors. 580,000 compounds, 1.1% hits; also: potency is read from the fitted curve at half-maximal effect; % is scaled to controls: 0 for no effect and ±100 for the full control effect
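Purified human 12hLO at 150 nM in 25 mM Hepes, 0.01% Triton X-100, pH 7.0, preincubated 15 min at room temperature with compound. Reaction started with 40 uM arachidonic acid, 30 min at room temperature. Hydroperoxide measured by Fe-xylenol orange, 573/405 nm absorbance ratio.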
PI4K2A inh: blocks human PI4K2A kinase activity; Q9BTU6; purified PI4K2A, ADP-Glo luminescence, 1 h; stronger effect = lower value; activity change, negative = inhibition, % at 76.9 µM; 420,000 compounds, 0.13% hits; in the data active = activity change below about -50%; inconclusive = mostly about -30% to -49%;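 also: -100% = wells without enzyme as full effect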
Target sequence (Q9BTU6 whole entry, looked up): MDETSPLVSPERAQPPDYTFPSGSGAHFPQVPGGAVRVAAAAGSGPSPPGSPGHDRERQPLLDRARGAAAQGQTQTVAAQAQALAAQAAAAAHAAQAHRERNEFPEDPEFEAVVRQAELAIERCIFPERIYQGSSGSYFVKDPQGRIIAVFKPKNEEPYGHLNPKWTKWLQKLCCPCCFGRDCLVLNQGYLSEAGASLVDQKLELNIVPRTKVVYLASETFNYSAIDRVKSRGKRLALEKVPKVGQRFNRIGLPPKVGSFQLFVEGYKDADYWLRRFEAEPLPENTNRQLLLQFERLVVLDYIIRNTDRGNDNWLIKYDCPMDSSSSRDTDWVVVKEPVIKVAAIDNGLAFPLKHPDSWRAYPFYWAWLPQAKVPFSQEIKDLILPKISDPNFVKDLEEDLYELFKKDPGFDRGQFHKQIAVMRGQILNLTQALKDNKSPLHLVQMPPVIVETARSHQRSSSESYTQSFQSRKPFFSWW
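ADP-Glo luminescence measured ADP generated by PI4K2A enzyme (4 ug/mL before mixing) with 1.2 mM PI substrate (pre-mix) and 300 microM ATP (pre-mix). Tris pH7.5 buffer with MgCl2, Triton X-100; 1 h reaction at ambient temperature.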
RGS4 inh: blocks human RGS4-accelerated GTP hydrolysis | P49798 | Transcreener GDP fluorescence polarization, RGS4-accelerated GTP hydrolysis | Potency, µM (series often up to 114 µM), inactives show top-dose activity change, negative = inhibition, usual class: inhibitors | 390,000 compounds, 0.039% hits; also: potency is read from the fitted curve at half-maximal effect; % is scaled to controls: 0 for no effect and ±100 for the full control effect; nearly all actives have a fitted effect of over 75% in size; some results filed as inactive show a strong effect at the top dose
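MLSMR compounds (23 nl, pin-transferred) preincubated 10 min at room temperature with a 500nM (2x) first reagent, then RGS4 at 900nM (2x) plus Transcreener GDP mix added; fluorescence polarization (620/688 nm) read before and after 90 min at 30 °C.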
GLS inhibitor: glutaminase GLS (human) inhibition | O94925 | GLS enzymatic activity, qHTS titration | Potency, µM (top dose mostly 45.5 µM), without a hit: top-dose activity change, negative = inhibition, most hits filed as inhibitors | 410,000 compounds, 0.21% hits | AID 624170; also: potency is read from the fitted curve at half-maximal effect; % is scaled to controls: 0 for no effect and ±100 for the full control effect
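Two-point fluorescence kinetic (t0, 30 min RT) for hKGA; glutamate detected via glutamate oxidase–HRP–Amplex Red. Substrate: 1 mM L-glutamine solution; buffer 45 mM KH2PO4, pH 8.2.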
* = called active by the depositor; i = inactive; ? = inconclusive; · = not tested or not shown; & = joins results of further samples; [ ] = dose if it differs, or a comment. Unless noted, calls follow the shape of the dose curve; as a rule, active = well fitted curve in the direction sought with a large enough effect; inconclusive = small, poorly fitted or top-dose-only effect, or another doubt; inactive = no such curve, though single readings can be large; an effect the other way counts as inactive or inconclusive.

cpd	SMILES	BAZ2B block	JMJD2A Tudor	HP1b chromo inh	ERG Ets-DNA blk	G9a inh	12-LOX inh	PI4K2A inh	RGS4 inh	GLS inhibitor
1	O/N=C/c1ccnc(SCc2ccccc2)n1	0%	3%[57.1 µM]	55%[activator]	-5%	-1%	0%	-1	-27%	-12%
2	CCN(CC)C(=O)C(=O)c1cn(CCOc2ccccc2)c2ccccc12	-32%	-10%	49%[activator]	3%	-6%	-1%	1	-9%	-9%
3	CCOC(=O)N1CCc2[nH]c3ccc(C)cc3c2C1	?	?	-35%	9%	10µM*	59%[activator]	1	-12%	6%
4	COc1cccc(CN2CCNC(=O)C2CC(=O)N(C)C2CCCCC2)c1OC (stereo unspecified)	·	-15%	13%	3%	·	-1%	4	-1%	4%
5	Cc1ccc(S(=O)(=O)N2CCCCC2)cc1NC(=O)CN1C(=O)CN(C)C1=O	-28%	4%	36%	-5%	-31%	11%	-2	-6%	5%
6	O=C(NC(=S)Nc1ccc(S(=O)(=O)N2CCCC2)cc1)C1CCC1	-2%	-33%	11%	6%	?	?	5	-33%	0%
7	CCN(CC)CCNCc1ccc(Br)cc1OCC(=O)NCc1ccccc1	-38%	-25%	8%[57 µM]	7%	50µM*	-13%	-4	-38%	11%
8	O=C(O)CC(CC(=O)Nc1ccc(N2CCOCC2)cc1)c1ccccc1 (stereo unspecified)	1%	-22%	33%	9%	-27%	71%[activator]	-2	-16%	0%
9	O=C(NCC(=O)N1CCCCCCC1)c1ccc(Cl)cc1	-4%	-9%	23%	0%	-5%[12.7 µM]	8%	-5	18%	-3%
10	COc1cccc(OC)c1OCCCCCCN1CCN(C)CC1	3%	-14%	41%[activator]	0%	-5%[2.33 µM]	0%	0	20%	3%
11	CCOC(=O)c1c(NC(=O)c2ccc(S(=O)(=O)N(C)C)cc2)sc2c1CCN(C)C2	-3%	-21%	17%	1%	9%[59 µM]	-9%	1	12%	-2%
12	CCc1ccc(/C=C2/Sc3ccccc3N(CC(=O)NCC3CCCO3)C2=O)cc1 (stereo unspecified)	-12%	-28%	5%	4%	29%	0%	4	10%	4%
13	CC1Oc2ccccc2OC1C(=O)Nc1nccs1 (stereo unspecified)	-20%	-12%	28%	-1%	7%	?	-1	-3%	1%
14	Cc1cc(C(=O)OC(C)C(=O)Nc2nc(-c3ccccc3)cs2)c(C)o1 (stereo unspecified)	-28%	-26%	2%	·	-4%[12.7 µM]	-20%	0	6%	11%
15	Cc1cccc(NC(=O)c2cnn(-c3ccc(F)cc3)c2C2CCNCC2)c1C	4%	-20%	10%	-6%	35µM*	-28%	-2	-18%	115%[activator]
16	COc1ccccc1-n1c(O)c(C=NCc2ccccn2)c2ccccc2c1=O	-9%	-8%	47%[activator]	4%	·	i	8	-18%	0%
17	N#C/C(=C(/O)c1ccc(Br)s1)c1nc2ccccc2[nH]1	-30%	-6%	55%[activator]	8%	-3%	-5%[57.4 µM]	-5	-44%	-1%
18	O=S(=O)(NC1=NCCC1)c1ccc(F)cc1F	-2%	-13%	18%	-5%	2%	3%	4	-45%	5%
19	O=c1[nH]c(N2CCN(Cc3ccc4c(c3)OCO4)CC2)nc2c1CCCC2	-6%	-20%	-7%	0%	-3%	?	1	-1%	1%
20	N#Cc1cc(Nc2c(N)nc[nH]c2=O)c([N+](=O)[O-])cc1C#N	-2%	-25%	12%	2%	22%	20%	-3	-12%	22%

One compound at a time, from the list above.
O=C(O)CC(CC(=O)Nc1ccc(N2CCOCC2)cc1)c1ccccc1 (stereo unspecified) across the screens: BAZ2B block: 1%; JMJD2A Tudor: -22%; HP1b chromo inh: 33%; ERG Ets-DNA blk: 9%; G9a inh: -27%; 12-LOX inh: 71%[activator]; PI4K2A inh: -2; RGS4 inh: -16%; GLS inhibitor: 0%
CCOC(=O)c1c(NC(=O)c2ccc(S(=O)(=O)N(C)C)cc2)sc2c1CCN(C)C2 across the screens: BAZ2B block: -3%; JMJD2A Tudor: -21%; HP1b chromo inh: 17%; ERG Ets-DNA blk: 1%; G9a inh: 9%[59 µM]; 12-LOX inh: -9%; PI4K2A inh: 1; RGS4 inh: 12%; GLS inhibitor: -2%

Nothing new here: an excerpt of the list.
cpd	SMILES	BAZ2B block	JMJD2A Tudor	HP1b chromo inh	ERG Ets-DNA blk	G9a inh	12-LOX inh	PI4K2A inh	RGS4 inh	GLS inhibitor
1	O/N=C/c1ccnc(SCc2ccccc2)n1	0%	3%[57.1 µM]	55%[activator]	-5%	-1%	0%	-1	-27%	-12%
2	CCN(CC)C(=O)C(=O)c1cn(CCOc2ccccc2)c2ccccc12	-32%	-10%	49%[activator]	3%	-6%	-1%	1	-9%	-9%

Next part.
cpd	SMILES	BAZ2B block	JMJD2A Tudor	HP1b chromo inh	ERG Ets-DNA blk	G9a inh	12-LOX inh	PI4K2A inh	RGS4 inh	GLS inhibitor
21	CC1Cc2ccccc2N1C(=O)CSc1nc2ccc(NC(=O)COc3ccccc3)cc2s1 (stereo unspecified)	-13%	-2%	45%[activator]	8%	6%[59 µM]	-20%	1	-5%	6%
22	CCN1C(=NCCc2ccccn2)N[C@@H](c2cccc(F)c2)C(C(=O)OC)=C1C	10%&-39%	?	33%[activator]	-4%	-12%[12.7 µM]	?	3	-15%	-8%
23	Cc1ccc(C)c(-n2c(SCC(=O)O)nc3sc4c(c3c2=O)CCCC4)c1	-9%	-21%	4%	-4%	1%	-29%	0	-23%	3%
24	Cc1ccc(/C=N/NC(=O)c2nnn(-c3nonc3N)c2CN(C)C2CCCCC2)cc1	-2%	5%	36%	7%	-8%	-6%	-1	-6%	0%
25	c1ccc2c(c1)nnn2Cc1nnc2sc(-c3ccc4c(c3)OCCO4)nn12	-1%	-29%	-36%	·	?	?	0	?	?
26	COc1ccc2nc(-c3ccc(F)cc3)sc2c1	·	13%	44%[activator]	·	·	-5%	-18	18%	1%
27	COc1ccc2c(c1)c1c(c(=O)n(-c3ccc(C)cc3)c(=O)n1CC(=O)c1ccc(Cl)cc1)n2C	-4%	5%	39%	3%	7%[59 µM]	-2%	17	6%	-1%
28	CCOC(=O)c1cn2c(C)cccc2n1	-19%	-6%	29%	-5%	2%	-5%	1	0%	0%
29	COC(=O)c1cc(OC)ccc1-c1ccc(OC)cc1	1%[57.1 µM]	23%	46%[activator]	·	83%[activator]	8%[57.4 µM]	-6	22%	1%
30	CC(C)C[C@H]1CN([C@@H](Cc2ccc(O)cc2)CN2CCC[C@@H]2CN2C(=O)C(=O)NC[C@@H]2Cc2ccccc2)C(=O)C(=O)N1CC1CCCCCC1	·	-29%	12%	-6%	·	-8%	0	7%	-5%
31	COCc1nnc(NC(=O)c2ccc3c(c2)OCO3)s1	-5%	-1%	20%	0%	-43%	-9%	-1	-9%	4%
32	CCc1cccc(CC)c1NC(=O)COC(=O)C1(c2ccc(Cl)cc2)CCCC1	7%	-13%	30%	12%	10%[59 µM]	1%	-1	-21%	0%
33	CSCCC(N=C(NS(=O)(=O)c1ccc(C)cc1)c1ccccc1)C(=O)O (stereo unspecified)	-11%	-30%	29%	18%	4%	-16%	-3	17%	1%
34	Cc1ccc2c(CN3C(=O)NC(C)(c4ccc5c(c4)OCO5)C3=O)cc(=O)oc2c1 (stereo unspecified)	59%[activator]	-16%	2%	-1%	69%[activator][59 µM]	-18%	-3	9%	8%
35	NC(=O)CC(NC(=O)Cc1cccc2ccccc12)c1ccc(NCc2cc(F)ccc2F)c([N+](=O)[O-])c1 (stereo unspecified)	-9%	-25%	9%	-2%	-19%[12.7 µM]	10%	-4	-1%	5%
36	NC(=O)c1c(NC(=O)c2ccccc2)sc2c1CCc1ccccc1-2	5%	-2%	26%	4%	9%[12.7 µM]	24%	6	3%	17%
37	CCCS(=O)(=O)c1c(S(=O)(=O)CCC)c2cc(CC)ccn2c1C(=O)c1ccc(Cl)cc1	-3%	-23%	30%	1%	-27%[59 µM]	-28%	-1	2%	-11%
38	CC(=O)N(C)c1ccc(NCc2cc(=O)oc3cc(C)c(O)cc23)cc1	-20%	-21%	5%	-12%	-41%	?	5	23%	16%
39	O=C(N/N=C/c1cccc(C(F)(F)F)c1)c1ccc(O)cc1	-4%	-10%	16%	12%	8%	325%[activator]	2	36%	12%
40	N#CC1=C(N)N(c2ccc(Br)cc2)C2=C(C(=O)CCC2)C1c1cccnc1 (stereo unspecified)	-38%	-21%	43%	-2%	11µM*	?	-9	?	0%
41	O=C(Cc1ccccc1)N/N=C/c1ccc[nH]1	-6%	6%	6%	3%	·	45%[activator]	4	-12%	5%
42	CCCCC(=O)Nc1cccc(-c2ccc3nncn3n2)c1	-17%	-11%	16%[57 µM]	6%	20%	29%	-4	-3%	-17%
43	O=C(O)[C@H]1Cc2ccccc2CN1S(=O)(=O)c1ccc(F)cc1	-2%	-6%	31%	-1%	-7%	0%	1	16%	6%
44	CCOC(=O)N1CCN(S(=O)(=O)c2ccc(C(=O)N(CCN(C)C)c3nc4c(C)cccc4s3)cc2)CC1	?	?	-6%	11%	45µM*	28%	1	2%	-8%

High-throughput results as filed in PubChem.

Not all compounds are listed; the hit share may differ from the screen's.
